hDAT+cocaine – changed hDAT dopamine uptake under cocaine IC80, either direction, primary screen, cocaine antagonist project, cell-based, LLC-PK1 hDAT, [14C]-dopamine uptake, MLSMR. Sodium-dependent dopamine transporter (Homo sapiens), Q01959. LLC-PK1 hDAT cells, [14C]-dopamine uptake with cocaine IC80; actives deviate in either direction. B-score at 10 µM. 110,000 compounds, 1.3% hits. AID 449768, 2010;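 active = Z score or B-score, a plate-position-corrected score, falls beyond the plate's 99.7% confidence bounds, in either direction; inactive = both scores lie inside the 99.7% bounds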;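 note: scored against the spread of the other compound wells on the same plate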
Target sequence (Q01959 whole entry, looked up): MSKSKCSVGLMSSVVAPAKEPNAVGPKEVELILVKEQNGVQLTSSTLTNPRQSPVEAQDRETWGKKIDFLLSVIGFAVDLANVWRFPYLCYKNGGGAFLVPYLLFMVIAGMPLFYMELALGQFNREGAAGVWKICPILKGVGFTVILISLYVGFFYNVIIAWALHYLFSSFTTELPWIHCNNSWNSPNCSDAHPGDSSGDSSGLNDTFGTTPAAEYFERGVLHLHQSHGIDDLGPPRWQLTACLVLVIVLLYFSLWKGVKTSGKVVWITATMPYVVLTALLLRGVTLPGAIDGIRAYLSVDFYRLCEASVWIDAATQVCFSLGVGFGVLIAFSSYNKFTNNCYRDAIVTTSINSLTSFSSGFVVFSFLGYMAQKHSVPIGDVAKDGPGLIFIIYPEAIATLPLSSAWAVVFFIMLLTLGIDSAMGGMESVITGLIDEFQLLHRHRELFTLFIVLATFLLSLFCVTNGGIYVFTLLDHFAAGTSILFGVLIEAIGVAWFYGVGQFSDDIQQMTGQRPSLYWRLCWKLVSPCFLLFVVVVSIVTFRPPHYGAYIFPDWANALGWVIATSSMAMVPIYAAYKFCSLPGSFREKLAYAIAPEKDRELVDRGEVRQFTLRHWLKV
E coli WT exp – growth inhibitors of wild-type E. coli, primary screen, strain BW25113, expanded library, OD600. OD600 absorbance. growth inhibition, % at 100 µM. 98,000 compounds, 0.15% hits;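 active = growth inhibition above about 50% at one test dose, limit read from the data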;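 note: growth measured after 20 h incubation at 37 °C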
PostGolgi ctrl – growth inhibition of yeast control strain, primary screen, counter-screen for post-Golgi transport modulator project. efflux-deficient yeast background strain, growth absorbance A615, 16 h. inhibition, % at 10 µM. 98,000 compounds, 5% hits
S1P2 agonist – S1P2 receptor agonists, primary screen, cell-based; Sphingosine 1-phosphate receptor 2 (Homo sapiens), O95136; S1P2-expressing cell line, agonist reporter read-out; activation, % at 4.5 µM; 97,000 compounds, 0.46% hits; in the data active = activation above about 16%;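 note: 0% = vehicle low control and 100% = maximal reference agonist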
Target sequence (O95136 whole entry, looked up): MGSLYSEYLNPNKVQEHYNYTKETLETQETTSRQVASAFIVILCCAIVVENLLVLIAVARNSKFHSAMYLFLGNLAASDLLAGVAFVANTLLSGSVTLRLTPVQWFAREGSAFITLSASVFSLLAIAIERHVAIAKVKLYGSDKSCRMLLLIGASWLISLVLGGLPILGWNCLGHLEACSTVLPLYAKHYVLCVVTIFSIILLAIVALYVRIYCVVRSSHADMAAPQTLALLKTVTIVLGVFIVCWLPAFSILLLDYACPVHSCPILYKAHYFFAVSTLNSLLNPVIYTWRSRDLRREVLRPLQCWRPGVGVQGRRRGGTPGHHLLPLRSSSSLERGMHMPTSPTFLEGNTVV
S1P2 antag – human S1P2 receptor antagonists, primary screen, cell-based; AID 736, 2007; inhibition, % at 5 µM; 97,000 compounds, 0.21% hits; cell-based S1P2 antagonist assay, inhibition at 5 uM; Sphingosine 1-phosphate receptor 2 (Homo sapiens), O95136; in the data active = inhibition above about 45%;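 note: CRE beta-lactamase reporter cells expressing human S1P2 stimulated with S1P; 0% = agonist at EC80 alone and 100% = agonist plus reference antagonist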
HUVEC prolif 384 – inhibitors of HUVEC proliferation, primary screen, cell-based, 384-well; AID 648, 2007; viability, % at 10 µM (by protocol); 86,000 compounds, 1.1% hits; CellTiter-Glo luminescence, 72 h; hits give low values;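 active = viability at or below 30%; inactive = viability above 30%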;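 note: 100% = median luminescence of DMSO-only cell control wells on each plate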
Lung fibro prol – antiproliferative effect on LL 47 fibroblasts – human, LL 47 cells, CellTiter-Glo luminescence, primary screen. AID 719, 2007. 85,000 compounds, 1.1% hits. LL 47 human lung fibroblast viability, ATP luminescence; hits give low values. viability, % at 10 µM;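 active = viability at or below 50% in the single dose screen; inactive = viability above 50%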;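 note: compound exposure lasted 72 h before the ATP readout; 100% = median luminescence of untreated cell-only wells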
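Material: human LL 47 lung fibroblast cells; quantity: 1,150 cells/well; medium: IMEM plus 15% FBS; doses: 0.1% DMSO in all compound wells; timing: overnight attachment after seeding, then 72 h compound exposure at 37 °C; detection: CellTiter-Glo luminescence; measure: % viability of median cell-only signal; controls: cell-only wells, no compound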
H69AR inhibit – proliferation blockers of H69AR lung cancer cells, primary screen, cell-based, human, 86K library. viability, % at 10 µM. H69AR lung tumor viability, ATP luminescence, 72 h; hits give low values. AID 598, 2007. 85,000 compounds, 6% hits;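 active = viability at or below 40%; inactive = viability above 40%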;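 note: multidrug resistant small cell line overexpressing MRP-1 efflux transporter; 100% = mean luminescence of untreated control wells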
PostGolgi yeast – phenotypic screen on post-Golgi transport, primary screen. post-Golgi transport phenotypic cell assay. inhibition, % at 10 µM. 98,000 compounds, 0.9% hits. AID 739, 2007;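 note: yeast cells grown in 1536-well plates; yeast grown about 18 h at 30C before absorbance read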
The depositor's hits bear a star; / = not tested or not shown; & = joins results of further samples. Cut-off read from the data, not from the text of the source, unless noted: active = inhibition above about 30%; inactive = the rest.

| smiles | hDAT+cocaine | E coli WT exp | PostGolgi ctrl | S1P2 agonist | S1P2 antag | HUVEC prolif 384 | Lung fibro prol | H69AR inhibit | PostGolgi yeast |
| --- | --- | --- | --- | --- | --- | --- | --- | --- | --- |
| CC(C)CCn1c(SCC#N)nc2c(sc3ccccc32)c1=O | 0.37 | -9 | 5 | -5 | -13 | 56 | 75 | 83 | 5 |
| CCn1c(SCC(=O)c2ccc(O)c(O)c2)nnc1-c1ccccc1OC | -0.54 | 5 | -6 | -4 | -11 | 76 | 79 | 36* | 8 |
| Cc1ccc(C(CCN)c2ccco2)cc1 (configuration not stated) | / | 10 | 4 | -2 | -19 | 86 | 98 | 84 | 3 |
| Cc1nccc2[nH]c(=O)c(C(=O)NCCCN(C)C3CCCCC3)cc12 | -0.47 | 4 | -5 | / | / | 93 | 95 | 99 | 7 |
| O=C(Nc1nccs1)C1CCCN1S(=O)(=O)c1ccc(Cl)cc1 (configuration not stated) | -0.68 | -7 | 12 | -6 | -5 | 91 | 102 | 86 | 11 |
| Cc1ccsc1/C=N/n1cnc2sc(C)c(C)c2c1=O | 0.82 | -2 | -1 | -9 | 1 | 86 | 84 | 99 | 4 |
| CN(C)c1nc(N/N=C\c2ccc(Cl)c([N+](=O)[O-])c2)nc(Nc2ccc(F)cc2)n1 | 1.4 | / | / | -11 | -15 | 58 | 111 | 66 | / |
| O=c1c2ccccc2nc2n1CC/C2=C\c1ccccc1[N+](=O)[O-] | -0.0042 | -1 | 7 | -6 | 32 | / | / | / | 0 |
| COC(=O)C(NNc1ccccc1)(NC(=O)c1cccc(F)c1)C(F)(F)F (configuration not stated) | -0.32 | -4 | -7 | 2 | -5 | / | / | / | -3 |
| CCCCn1c(=O)c(-[n+]2ccccc2)c([O-])c2ccccc21 | -0.25 | -10 | 6 | 0 | -7 | 86 | 101 | 90 | 0 |
| CCOC(=O)C1C(=O)C=C(c2ccc(NS(C)(=O)=O)cc2)CC1c1ccco1 (configuration not stated) | 0.87 | 5 | 1 | 2 | -2 | 101 | 104 | 81 | 6 |
| O=C1Nc2ccccc2N(O)N1c1cc(-c2ccccc2Cl)no1 | -0.061 | 0 | 3 | -3 | 25 | 111 | 103 | 100 | -3 |
| CC(=O)N(C)C1=C(O)c2ccccc2C(=O)C1=O | -1.5 | -3 | -7 | 1 | 16 | / | / | / | -2 |
| CCn1cc(/C=N\NC(=O)c2ccc3c(c2)c(C)c(C)n3Cc2ccccc2)c(C)n1 | 0.66 | -7 | 23 | -2 | 0 | / | / | / | -8 |
| CCCC(NC(=O)c1ccccc1)c1nc2ccccc2n1Cc1ccc(C(=O)OC)o1 (configuration not stated) | 1.5 | -10 | 5 | -6 | -3 | 104 | 96 | 82 | 3 |
| Cc1cccc(OCc2n[nH]c(=S)n2C2CCCCC2)c1 | 0.52 | / | / | -7 | -28 | 64 | 84 | 22* | / |
| Cc1ccc(NC2c3ncccc3C(=O)N2Cc2ccc(F)cc2)cc1 (configuration not stated) | 0.25 | -2 | 17 | -4 | 19 | 78 | 96 | 98 | 8 |
| O=C(NC1CCCCC1)C1CCN(S(=O)(=O)c2cccc3cccnc23)CC1 | -0.84 | -1 | 6 | -4 | 18 | 96 | 94 | 100 | -5 |
| CN(CC(=O)Nn1cnnc1)S(=O)(=O)c1cc(Cl)ccc1Cl | -0.5 | 4 | 12 | -2 | 2 | 101 | 104 | 103 | -4 |
| Cc1ccc2[nH]c3c(=O)n(CCCN4CCN(C)CC4)cnc3c2c1 | 0.13 | -3 | -8 | / | / | 98 | 101 | 87 | 3 |
| Cc1nc(NC(=O)c2ccco2)sc1-c1csc(Nc2ccc(Cl)cc2)n1 | 2.2 | -14 | 39* | -6 | 5 | / | / | / | -7 |
| Cc1nc(SCC(=O)CC(=O)OC(C)C)c(C#N)c(C)c1C | 0.63 | 9 | -2 | -7 | 19 | / | / | / | 8 |
| CCOc1c(C(=O)CC)cc2c(C)cc(=O)oc2c1C | 0.21 | / | / | -3 | -3 | 99 | 98 | 83 | / |
| CCn1cc(/C=N/O)c(C)n1 | -0.31 | 4 | -6 | / | / | 97 | 105 | 104 | -3 |
| CCOC(=O)c1sc2nc(CC(=O)OC)nc(NCc3ccc(F)cc3)c2c1C | -0.95 | -9 | -4 | -2 | -5 | 110 | 89 | 69 | -19 |
| O=S(=O)(Nc1ccc(Cc2ccncc2)cc1)c1cccs1 | 0.39 | 12 | 9 | -2 | 20 | / | / | / | -2 |
| CCn1ncc(/C=N\NC(=O)c2csc3ccccc23)c1C | 0.067 | 3 | 7 | -8 | 3 | / | / | / | 3 |
| CC(C)(C)OC(=O)N1CCC(C(=O)O)CC1 | -0.86 | 3 | 1 | -9 | -7 | 96 | 98 | 92 | 4 |
| Cc1cc(Cl)ccc1OCC(=O)N1CCCCC1 | -0.011 | 7 | 4 | -3 | -9 | 91 | 92 | 94 | -3 |
| CCOc1ccc(-c2nnc3sc(COc4ccccc4)nn23)cc1 | 1.3 | -6 | 0 | -8 | 13 | 89 | 103 | 97 | 5 |
| Cc1nnc(N2CCOCC2)c2ccccc12 | -1.3 | 9 | 1 | -5 | 9 | 101 | 103 | 108 | -3 |
| CCOc1cc(/C=N\Nc2ccc([N+](=O)[O-])cc2)ccc1OCC(=O)Nc1ccc(C)c(C)c1 | 0.51 | 0 | -4 | -2 | 11 | / | / | / | -11 |
| O=C(Nc1ccc(Nc2ccccc2)cc1)c1ccco1 | 0.96 | 3 | 9 | 0 | -6 | 77 | 99 | 51 | -10 |
| CC(C)CCNC(=O)NC(=O)CSc1nnc(-c2ccccc2Br)o1 | 0.38 | -9 | 13 | -3 | -3 | 94 | 95 | 98 | -6 |
| COc1ccc(-c2nnc3ccc(SCC(N)=O)nn23)cc1OC | -0.84 | 1 | 3 | -11 | 18 | 97 | 96 | 103 | -1 |
| O=C1CCCc2c1nc(-c1ccccc1)n2O | -0.67 | 4 | 4 | -6 | 12 | 107 | / | 73 | 7 |
| O=c1oc2ccccc2n1CCn1c2ccccc2c2nc3ccccc3nc21 | -0.0025 | -14 | 4 | 0 | -5 | 48 | 93 | 43 | 1 |
| CN(C)/C=N/c1c(C#N)cnn1-c1ccccc1 | 0.034 | 1 | 0 | 0 | -7 | 91 | 104 | 104 | -5 |
| Cc1cc2nc(-c3cccc(NC(=O)c4ccc(Br)o4)c3C)oc2cc1C | -0.4 | -11 | 4 | -6 | 16 | 89 | 103 | 100 | -6 |
| Cc1cc(/C=C2\SC(=S)N(Cc3ccco3)C2=O)c(C)n1-c1cccnc1 | / | -32 | 16 | -5 | -17 | / | / | / | 4 |
| CCc1c(C)nc2c(C#N)c(C)[nH]n2c1=O | 0.26 | -7 | -3 | -9 | -12 | 98 | 92 | 100 | -9 |
| CCOC(=O)N1CCN(C(=O)c2ccc3c(=O)n(Cc4ccccc4)c(=S)[nH]c3c2)CC1 | 0.31&-0.038 | -7 | 10 | -5 | -11 | 93 | 97 | 42 | -8 |
| CCOc1ccc(NC(=O)CN2CCN(CC(=O)Nc3ccc4c(c3)OCCO4)CC2)cc1 | 0.49 | 0 | -3 | / | / | 95 | 97 | 88 | -9 |
| O=C1c2ccccc2C(=O)N1CC(O)CN1CCOCC1 (configuration not stated) | 0.86 | / | / | -5 | -11 | 101 | 95 | 99 | / |
| CCCCC1CC(CSc2ncn[nH]2)OC1=O (configuration not stated) | 0.044 | 2 | 3 | -5 | -119 | 111 | 105 | 105 | -10 |
| Nc1c(S(=O)(=O)c2ccccc2)c2nc3ccccc3nc2n1Cc1ccco1 | 1.5 | -9 | 30* | -2 | 0 | 96 | 92 | 103 | -22 |
| CCc1c(C)nc2ncnn2c1N1CCC(C(=O)N2CCN(c3ccc(F)cc3)CC2)CC1 | 1 | 6 | 7 | -2 | 11 | 103 | 108 | 100 | 0 |
| CC(=O)Nc1ccc(S(=O)(=O)N(C2=NCC(C)S2)c2ccccc2)cc1 (configuration not stated) | 0.5 | 1 | 2 | -9 | -9 | 90 | 98 | 100 | 0 |

Only PostGolgi yeast, for 3 of the compounds above:
mol | PostGolgi yeast
Nc1c(S(=O)(=O)c2ccccc2)c2nc3ccccc3nc2n1Cc1ccco1 | -22
CCc1c(C)nc2ncnn2c1N1CCC(C(=O)N2CCN(c3ccc(F)cc3)CC2)CC1 | 0
CC(=O)Nc1ccc(S(=O)(=O)N(C2=NCC(C)S2)c2ccccc2)cc1 (configuration not stated) | 0

(further entries)
| smiles | hDAT+cocaine | E coli WT exp | PostGolgi ctrl | S1P2 agonist | S1P2 antag | HUVEC prolif 384 | Lung fibro prol | H69AR inhibit | PostGolgi yeast |
| --- | --- | --- | --- | --- | --- | --- | --- | --- | --- |
| CCOc1ccc(NC(=O)CN2C(=O)C3CCCN3C2=O)cc1 (configuration not stated) | -0.0071 | -4 | -5 | -8 | 16 | 94 | 100 | 98 | 0 |
| COC(=O)c1ccc(NC(=O)Nc2ccc(F)cc2)cc1 | 0.34 | 43 | 7 | / | / | 104 | 103 | 89 | 0 |
| c1ccc(CSCCc2ccncc2)cc1 | / | 14 | 7 | -1 | -5 | 118 | 107 | 100 | 0 |
| Cc1cc(C(=O)N(C)C)sc1-c1ccccc1 | 0.36 | / | / | -10 | -15 | 84 | 97 | 106 | / |
| CCCCCn1c(=O)c(F)cn(Cc2ccc(OC)c([N+](=O)[O-])c2)c1=O | 2.3 | 5 | 6 | -6 | 2 | / | / | / | 7 |
| COc1cc2c(cc1O)C(SC)=NC(C)(C)C2 | -0.037 | -1 | 5 | -3 | -7 | / | / | / | 8 |
| Cc1ccc(C)c(OCCCCn2cnc3ccccc3c2=O)c1 | 0.7 | 8 | 5 | -1 | -19 | / | / | / | -1 |
| Cc1ccc(OCC(=O)Nc2cccc(O)c2)cc1C | 0.58 | -1 | 4 | -1 | 14 | 91 | 97 | 86 | -1 |
| Cn1nnnc1-c1cc(Br)ccc1NC(=O)c1ccccc1 | -1.4 | -8 | 5 | -11 | 13 | / | / | / | -2 |
| Cc1cc(C)cc(NC(=O)CSc2nc3ccncc3[nH]2)c1 | -0.76 | 12 | 16 | -4 | 30 | 102 | 96 | 90 | 0 |
| Cc1ccc(CS(=O)(=O)CCC(=O)NCc2ccccn2)cc1 | -0.8 | -3 | 5 | -6 | 10 | 104 | 102 | 93 | -11 |

Single records, from the list above.
Record of `COc1cc2c(cc1O)C(SC)=NC(C)(C)C2` = hDAT+cocaine = -0.037; E coli WT exp = -1; PostGolgi ctrl = 5; S1P2 agonist = -3; S1P2 antag = -7; HUVEC prolif 384 = /; Lung fibro prol = /; H69AR inhibit = /; PostGolgi yeast = 8
Record of `Cc1ccc(OCC(=O)Nc2cccc(O)c2)cc1C` = hDAT+cocaine = 0.58; E coli WT exp = -1; PostGolgi ctrl = 4; S1P2 agonist = -1; S1P2 antag = 14; HUVEC prolif 384 = 91; Lung fibro prol = 97; H69AR inhibit = 86; PostGolgi yeast = -1
Record of `Cc1ccc(C)c(OCCCCn2cnc3ccccc3c2=O)c1` = hDAT+cocaine = 0.7; E coli WT exp = 8; PostGolgi ctrl = 5; S1P2 agonist = -1; S1P2 antag = -19; HUVEC prolif 384 = /; Lung fibro prol = /; H69AR inhibit = /; PostGolgi yeast = -1

Screening results as filed in PubChem BioAssay.

Rows are unselected; about 11% have a hit in one of these screens.
